High-throughput results from PubChem BioAssay.
Pf growth 48h – inhibits P. falciparum growth in the first generation, 48 h; P. falciparum luciferase growth in erythrocytes, 48 h; Potency, µM (top dose mostly 28.7 µM), for inactives: at the highest dose activity change, negative = inhibition, hits mostly inhibitors; 310,000 compounds, 5.9% hits; note: potency is the fitted concentration of half-maximal effect; % is set by controls: 0 for no effect and ±100 for the full control effect
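Growth was read as firefly luciferase luminescence after a 48 h, 37 C, 5% CO2 exposure of compounds to reporter-bearing P. falciparum cultures (0.1% parasitemia, 2% hematocrit final) in Albumax-supplemented RPMI 1640.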
Shiga toxin inh – blocks Shiga toxin action in Vero cells | Vero cells, Shiga toxin protein synthesis inhibition reporter | inhibition, % at 38.7 µM | 290,000 compounds, 9.2% hits | AID 2315; in the data active = inhibition mostly above about 28%, no sharp cut-off; inactive = mostly below about 43%; note: 0% is about no effect
CHX counter – counter-screen for Shiga toxin inhibitors: cycloheximide protein synthesis inhibition; cell reporter, cycloheximide protein synthesis inhibition counterscreen; max response, %; 300,000 compounds, 12% hits; in the data active = max response mostly above about 13%, no sharp cut-off; inactive = mostly below about 14%; note: read at 38.3 µM for the half of the compounds with a filed dose; 0% is about no effect
Giardia FBPA inh – Giardia lamblia aldolase inhibition; purified Giardia FBPA; 290,000 compounds, 0.71% hits; A8B2U2; Potency, µM (doses to about 59.6 µM), without a hit: at the top dose activity, negative = inhibition, most hits filed as inhibitors; note: potency is the fitted concentration of half-maximal effect; % is set by controls: 0 for no effect and ±100 for the full control effect; nearly all actives have a fitted effect of over 55% in size
Target sequence (A8B2U2 whole entry, looked up): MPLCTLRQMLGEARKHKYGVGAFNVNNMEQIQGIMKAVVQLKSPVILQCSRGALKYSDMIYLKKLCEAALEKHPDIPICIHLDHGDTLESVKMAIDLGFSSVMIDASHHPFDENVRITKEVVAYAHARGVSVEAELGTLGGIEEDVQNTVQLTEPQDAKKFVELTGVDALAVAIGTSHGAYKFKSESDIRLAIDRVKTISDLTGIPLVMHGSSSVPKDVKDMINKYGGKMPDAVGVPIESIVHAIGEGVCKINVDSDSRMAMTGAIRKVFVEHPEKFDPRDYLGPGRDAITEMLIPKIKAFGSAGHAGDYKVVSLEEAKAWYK
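Giardia FBPA (40 nM reagent) was preincubated 10 min at RT with compound (up to 57.5 uM final), then substrate plus GAPDH/TPI/NAD/arsenate coupling system with diaphorase/resazurin was added; resorufin fluorescence (525/598 nm) was read after 20 min.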
Sm TGR block – S. mansoni TGR enzyme inhibition; AID 485364; purified TGR, DTNB reduction, TNB absorbance 405 nm; Q962Y6; Potency, µM (series often up to 114 µM), for inactives: top-dose activity change, negative = inhibition, most hits filed as inhibitors; 360,000 compounds, 3% hits; note: potency is the fitted concentration of half-maximal effect; % is set by controls: 0 for no effect and ±100 for the full control effect; nearly all actives have a fitted effect of over 60% in size
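TGR 20 nM + NADPH 100 uM (dispensed conc.), cpd preinc 15 min RT; start with NADPH (500 uM addition) then DTNB (15 mM addition). Kinetic TNB absorbance, 405 nm filter. Four-parameter Hill fit across titration.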
Pf growth 96h – P. falciparum growth inhibition at 96 hours; P. falciparum luciferase reporter growth, 96 h; Potency, µM (highest dose often 28.7 µM), without a hit: at the top dose activity change, negative = inhibition, hits mostly inhibitors; 320,000 compounds, 6.9% hits; AID 504834; note: potency is the fitted concentration of half-maximal effect; % is set by controls: 0 for no effect and ±100 for the full control effect
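Infected RBCs, 2% Hct / 0.05% parasitemia final; luciferase-reporter P. falciparum; cpd 96 h, 37 C, 5% CO2; luciferase detection reagent; luminescence.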
Starred values were filed as active, the others as inactive; ? = inconclusive; nt = not tested or not shown; + = active, no number; & = joins results of further samples; [ ] = remark or other dose. Unless noted, calls come from the whole dose curve; as a rule, active = well fitted curve in the direction sought with a large enough effect; inconclusive = small, poorly fitted or top-dose-only effect, or another doubt; inactive = no such curve, though single readings can be large; an effect the other way counts as inactive or inconclusive.

SMILES	Pf growth 48h	Shiga toxin inh	CHX counter	Giardia FBPA inh	Sm TGR block	Pf growth 96h
CC(C)(C)c1ccc(C(=O)NCCCn2ccnc2)cc1	?	9	5	-25%	-5%	-23%
CCN(CC)S(=O)(=O)c1ccc(N2CCOCC2)c(NC(=O)COc2ccccc2C)c1	1.9µM*	nt	nt	nt	-2%	2.9µM*
COCc1cc(C)nc(OCC(=O)N/N=C/c2ccco2)c1C#N	15%	-4	-1	-3%	-15%	31%[activator]
O=C(O)c1ccc(Cl)c(S(=O)(=O)Nc2ccc3cn[nH]c3c2)c1	0%	-29	1	?	6%	-10%
CSCCC(NC(=O)c1ccc(Cl)cc1)C(=O)OCC(=O)c1ccc[nH]1 (stereo unspecified)	2%	10	13	-1%	7%	55%[activator]
CC(C)CC(CSc1ccc(Br)cc1)N1CCN(C)CCC1=O (stereo unspecified)	nt	90*	40	3%	nt	nt
Cc1ccc2c(c1)N(C(=O)CCC(=O)NCCCN1CCOCC1)CCO2	49%[activator]	5	-2	10%	-16%	49%[activator]
CC(=O)NC(CC(=O)Nc1nc(-c2ccc(N(C)S(C)(=O)=O)cc2)cs1)c1ccccc1 (stereo unspecified)	?	-5	-2	0%	6%	?
CSc1ccc(/C=N\NC(=O)CC(=O)NC(C)C)cc1	40%[activator]	14	1	3%	32%	?
Cc1cccc(Cn2c(SCCN3CCCCC3)nc3c2c(=O)[nH]c(=O)n3C)c1	?	-10	-2	14%	21%	?

The list goes on; it opens with the two that closed the last part.
SMILES	Pf growth 48h	Shiga toxin inh	CHX counter	Giardia FBPA inh	Sm TGR block	Pf growth 96h
CSc1ccc(/C=N\NC(=O)CC(=O)NC(C)C)cc1	40%[activator]	14	1	3%	32%	?
Cc1cccc(Cn2c(SCCN3CCCCC3)nc3c2c(=O)[nH]c(=O)n3C)c1	?	-10	-2	14%	21%	?
CC1CN(S(=O)(=O)c2ccc(NC(=O)c3ccco3)cc2)CC(C)O1 (stereo unspecified)	nt	-7	4	9%	3%	nt
CC(=O)n1cc([C@H]2C=C(C(=O)N3CCN(Cc4ccccc4)CC3)O[C@@H](OCCCCO)C2)c2ccccc21	?	14	0	-12%	35µM*	5.2µM*
COC(=O)c1ccc(Cn2c(C)cc(C)[n+]2C)o1	0%	-28	-1	2%	-16%	nt
COc1ccccc1C1CCN(C(=O)c2cnn(-c3ccccc3)c2C)CC1	?	-4	-2	-6%	-2%	?
CCOC(=O)C1=C(CSc2nc(-c3ccccc3)ccc2C#N)OC(N)=C(C#N)C1c1ccccc1 (stereo unspecified)	nt	32	14	-20%	-11%	?
Cc1ccc(C)c(SCC(=O)Nc2cc(S(=O)(=O)N3CCOCC3)ccc2C)c1	?	nt	nt	nt	?	?
CCOC(=O)CNc1nc2ccccc2n2c(C)nnc12	?	-6	8	-1%	-25%&-4%	-1%
COc1ccc(NS(=O)(=O)c2ccc(O)c(C(=O)OCC(=O)NC(C)C3CC4CCC3C4)c2)cc1 (stereo unspecified)	0%	37	-9	5%	20%	35%[activator]
CN(Cc1ccccc1)c1nc(CN2CCOCC2)nc2scc(-c3ccccc3)c12	?	-14	-2	14%	12%	?
O=C(Nc1nccs1)C12CC3CC(C1)CC(C(=O)Nc1nccs1)(C3)C2	nt	-17	-4	-2%	8%[11.4 µM]	?
O=C(O)c1ccc(C(=O)Nc2cccc(NC(=O)C3CCCO3)c2)cc1 (stereo unspecified)	nt	-8	-5	2%	2%	31%[activator]
O=S(=O)(c1ccc(F)cc1)N1CC=C(c2ccccc2)CC1	-29%	-8	-1	5%	4%	36%[activator]
O=C(NCC(c1ccc(F)cc1)N1CCOCC1)c1cccnc1Sc1ccccc1Cl (stereo unspecified)	?	nt	nt	nt	-15%	-16%
CCCCCCNC(=O)N1C/C=C\C(c2ccc(OC)cc2)N(Cc2ccc(F)cc2)C(=O)C1 (stereo unspecified)	?	-3&-8	-3&-5	-2%&1%	6%	?
COc1ccc(NC(=S)N2CCCCCC2)cc1OC	-11%	-1	-1	-12%	10%	4%[5.75 µM]
COc1cccc(/C=C/C(=O)OCC(=O)c2ccc3c(c2)NC(=O)CO3)c1	-9%	nt	nt	nt	-15%	?
CSc1nsc(SCC(=O)Nc2cccc(NC(C)=O)c2)n1	16%	23	-2	13%	-8%	22%
Cc1cc(N2CCCC(C(=O)Nc3cccc4ccccc34)C2)n2ncnc2n1 (stereo unspecified)	?	26	2	3%	8%	2%
O=C(Nc1ccccc1)Nc1ccc(Cl)c(S(=O)(=O)N2CCOCC2)c1	9.3µM*	-8	2	-3%	-7%	?
CC(C)CN1CCN(CCCc2ccccc2)C(CCO)C1 (stereo unspecified)	?	-7	-3	6%	-6%	9.3µM*

Already shown: 3 of the compounds above.
SMILES	Pf growth 48h	Shiga toxin inh	CHX counter	Giardia FBPA inh	Sm TGR block	Pf growth 96h
Cc1cc(N2CCCC(C(=O)Nc3cccc4ccccc34)C2)n2ncnc2n1 (stereo unspecified)	?	26	2	3%	8%	2%
O=C(Nc1ccccc1)Nc1ccc(Cl)c(S(=O)(=O)N2CCOCC2)c1	9.3µM*	-8	2	-3%	-7%	?
CC(C)CN1CCN(CCCc2ccccc2)C(CCO)C1 (stereo unspecified)	?	-7	-3	6%	-6%	9.3µM*

(next part)
SMILES	Pf growth 48h	Shiga toxin inh	CHX counter	Giardia FBPA inh	Sm TGR block	Pf growth 96h
O=C(COC(=O)c1cccc(S(=O)(=O)N2CCc3ccccc32)c1)Nc1ncc(Cl)cc1Cl	-7%	-3	-2	-4%	-1%	20%
N#Cc1ccccc1Sc1ccccc1C(=O)OCC(=O)N1CCN(C(=O)c2ccco2)CC1	nt	-11	5	-2%	?	nt
CCCc1nn(C)c(C(=O)Nc2cccc(CC)c2)c1Cl	39%[activator]	+	18*	-3%	-5%	58%[activator]
Cc1cc(NC(=O)Nc2cccc3ccccc23)no1	3%&0%	20&-2	-3&1	0%&-5%	1%&9%	64%&34%[activator]
CC(=O)Nc1ccccc1OCc1nnc(-c2cccs2)o1	84%[activator]	21	7	7%	4%	2%
COc1ccc(Cc2nnc(SCC(=O)Nc3ccccc3C)n(N)c2=O)cc1	-25%	nt	nt	nt	-5%	2%
CN1C(=O)C2(NC(=O)c3ccccc3N2C)c2ccccc21 (stereo unspecified)	0%	-5	-2	0%	-15%	50%[activator]
O=C(O)CCc1ccc(-c2cccs2)n1NC(=O)c1ccc(O)cc1	20%	22	2	15%	-36%	nt
Cc1nnc(SCC(=O)Nc2ccccc2NC(=O)CSc2nnc(C)s2)s1	12%	-8	-5	5%	5%	-18%
CNC(=S)N1CC2CC(C1)c1cccc(=O)n1C2 (stereo unspecified)	10%	-6	-3	1%	2%	?
C/C(CC(=O)NCc1ccc(Cl)cc1)=N\NC(=O)c1ccccc1F	18%	46	1	-6%	-10%	?
O=c1c2cc(NC(=S)NCc3cccnc3)ccc2nc2n1CCCCC2	42%[activator]	69	22*	-12%	56µM*	4%
CCOc1ccc(N=C(/C(C(=O)C(=O)N2CCOCC2)=C(\O)c2ccccc2)c2ccccc2)cc1	163%[activator]	62*	53*	-12%	-18%	-24%
Cc1ccc(C(=O)N2CCN(C(=O)c3ccco3)CC2)cc1NC(=O)c1ccco1	14%	-3	7	-2%	2%	?
Cc1cccn2c(=O)c3cc(C(=O)N4CCCC(C)C4)sc3nc12 (stereo unspecified)	33%[activator]	25	19	-1%	-19%	?
COC(=O)c1ccc(C(=O)Nc2cc(Cl)ccc2Cl)cc1NC(=O)c1ccccc1C	22%	14	-1	10%	-15%	60%[activator]
Cc1ccc([C@@H]2[C@@H]3C(=O)N(C)C(=O)[C@@H]3[C@]3(C)C(=O)N(CCO)CC(=O)N23)o1	37%[activator]	-3	-2	-1%	?	59%[activator]
O=C(CSc1ncnc2scc(-c3ccc(Cl)cc3)c12)NCc1ccc2c(c1)OCO2	?	16	1	2%	6%	?
CN(C)/C=C/C(=O)/C=C/c1cn(-c2ncc(C(F)(F)F)cc2Cl)c2ccccc12	13µM*	18	-1	0%	-17%	?
Cc1ccc(C)c(S(=O)(=O)N2CCN(C(=O)c3ccccn3)CC2)c1	-12%	nt	nt	nt	?	-20%
COc1ccc(CC2SC(N)=NC2=O)cc1 (stereo unspecified)	21%	nt	1	9%	-18%	?
O=C(Cn1c(-c2ccccc2)noc1=O)NCc1ccccc1	?	-17	11	0%	30%	1%
Cc1cc(C)n(C(=O)CSc2nnc(SCC(=O)n3nc(C)cc3C)s2)n1	20%	-6	-9	13%	-10%	10%
CCOc1ccc(NC(=O)CSCc2cnn(-c3ccccc3)c2-n2cccc2)cc1	-2%	18	-1	-5%	12%	nt
O=C(COc1ccc2cc(Br)ccc2c1Br)N1CCOCC1	17%	30*	29*	nt	-1%	-3%
Cc1ccc(-n2nc3c(=O)n(CCCC(=O)NCc4ccccc4F)nc(C)c3c2C)cc1	?	-4	-7	nt	1%&9%	10%
COc1cc(NC(=O)CS(=O)(=O)c2ccc(C)cc2)cc(OC)c1OC	3%	-6	-1	2%	3%	nt
CC(=O)Nc1cccc(NC(=O)C2CCN(C(=O)c3ccco3)CC2)c1	18%	-5	-7	1%	-8%	?
CCc1ccc(-c2cc(C(F)(F)F)n3nc(C(=O)Nc4c(C)nn(Cc5ccccc5C)c4C)cc3n2)s1	?	19	4	-2%	5%	nt
NC(=O)NCC(c1ccccc1)C1CCCCC1 (stereo unspecified)	-5%	5	1	-6%	0%	3%
Cc1ccc(C2C=NN(c3ccccc3)C2=O)cc1 (stereo unspecified)	6.6µM*	29*	18*	-25%	0%	?
COc1ccccc1CC(=O)Nc1cc2oc3ccccc3c2cc1OC	?	21	25*	-2%	12%	?
CCOC(=O)COn1c(=O)c[n+]([O-])c2ccccc21	-3%	29	-3	0%	4%	-6%
O=C(O)CN1C(=O)c2ccc(C(=O)c3ccccc3)cc2C1=O	16%	-7	-3	13%	10%	17%
Clc1ccc(-c2nn3c(-c4ccncc4)nnc3s2)c(Cl)c1	8%	-9	-5	6%	1%	11%
O=C(O)c1ccccc1C(=O)c1ccc(Cl)cc1	30%[activator]	-4	-1	6%	16%	24%
CN(c1ccccc1)S(=O)(=O)c1cccc(NC(=O)c2ccncc2)c1	-11%	-3	-2	1%	-1%	?
CCc1cc(CN2CCOCC2)c(NC(=O)c2ccccc2)s1	8%	79*	27*	-12%	-19%	-5%
CC(C)[C@@H]1CC[C@@H](C)C[C@H]1OC(=O)C[n+]1cc(-c2ccc(Cl)cc2)n2c1CCCCC2	?	-15	-1	4%	-1%	?
OC1(c2ccccc2F)CCN(Cc2nnc(-c3ccccc3)o2)CC1	?	41	20*	8%	7%	nt
O=C(C[n+]1ccccc1)Nc1ccc(Oc2ccccc2)cc1	6.6µM*	-7	-1	-7%	14%	0%
CC(=O)N1CCN(CCS(=O)(=O)c2ccc(Br)cc2)CC1	-8%	nt	nt	nt	?	2%
Cc1ccc(C(=O)NC(=S)NCc2ccco2)cc1	53%[activator]	46	35*	-2%	?	?
O=C1NC(c2ccc(Br)cc2)Nc2ccccc21 (stereo unspecified)	3%	-3	-3	4%	2%	99%[activator]
O=C1CC(c2ccc(OCCCCCOc3ccc(C4CC(=O)NC4=O)cc3)cc2)C(=O)N1 (stereo unspecified)	?	-21	-2	9%	-14%	?
CN(Cc1ccccc1)C(=O)C1CCN(S(=O)(=O)c2cccc3nsnc23)CC1	?	6	9	2%	-3%	?
CCn1c(=O)c2cc(C(=O)NCCCOC)sc2c2ccccc21	?	8	9	7%	-6%&43%	5%
CCN(C(=O)c1ccc(N2CC3CC(C2)c2cccc(=O)n2C3)c(NC(=O)c2ccncc2)c1)c1cccc(C)c1 (stereo unspecified)	?	-8	-2	nt	-16%	0%
